# Screening data: PubChem BioAssay, National Center for Advancing Translational Sciences (NCATS)
# Epigenetic reg = Quantitative High-Throughput Screen for Regulators of Epigenetic Control. murine LDR cells, GFP reporter derepression, 30 h. Potency, µM (series often up to 53.9 µM), without a hit: top-dose GFP activation, actives largely listed as activators. 280,000 compounds, 0.2% hits; also: potency is read from the fitted curve at half-maximal effect; % of control where 0% means no effect; nearly all actives have a fitted effect of over 60% in size
#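 In this reporter-derepression format, murine cells bearing a silenced integrated CMV-GFP locus incubate with test compound (30 h, 37 C), then are washed and imaged; fluorescent objects of 20–120 um count as induced cells.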
# Lamin A splicing = qHTS Assay for Modulators of Lamin A Splicing. AID 1487, 2009. HeLa LMNA splicing GFP/RFP minigene ratio, 48 h. Potency, µM (doses to about 46.1 µM), without a hit: top-dose ratio change, negative = inhibition, usual class: inhibitors. 200,000 compounds, 0.01% hits; active = well fitted inhibition curve with a large enough effect in the signal ratio, with a control signal flat, not every such curve was filed as active; inconclusive = small, poorly fitted or top-dose-only effect, or effect the other way, or a change in a side signal; the % refers to the signal ratio; also: potency is read from the fitted curve at half-maximal effect; % is scaled to controls: 0 for no effect and ±100 for the full control effect
#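 S3 HeLa cells stably expressing lamin A-EGFP splicing minigene plus DsRed2, 600 cells/well, 48 h compound exposure at 37C. Laser-scanning cytometry; analysed as GFP (500-530 nm)/RFP (575-640 nm) total intensity ratio; 0.5% DMSO vehicle.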
# CBFb-RUNX1 inh = qHTS Assay for Compounds Blocking the Interaction Between CBF-beta and RUNX1 for the Treatment of Acute Myeloid Leukemia; AlphaScreen CBFb-His/RUNX1-biotin binding, biochemical; AID 1477, 2009; Potency, µM (highest dose often 59.8 µM), inactives show at the highest dose activity, negative = inhibition, actives largely listed as inhibitors; 230,000 tested, under 10 active; Runt-related transcription factor 1 (Homo sapiens) + Core-binding factor subunit beta …; also: % of control where 0% means no effect
# Target sequence (Q01196 whole entry, looked up): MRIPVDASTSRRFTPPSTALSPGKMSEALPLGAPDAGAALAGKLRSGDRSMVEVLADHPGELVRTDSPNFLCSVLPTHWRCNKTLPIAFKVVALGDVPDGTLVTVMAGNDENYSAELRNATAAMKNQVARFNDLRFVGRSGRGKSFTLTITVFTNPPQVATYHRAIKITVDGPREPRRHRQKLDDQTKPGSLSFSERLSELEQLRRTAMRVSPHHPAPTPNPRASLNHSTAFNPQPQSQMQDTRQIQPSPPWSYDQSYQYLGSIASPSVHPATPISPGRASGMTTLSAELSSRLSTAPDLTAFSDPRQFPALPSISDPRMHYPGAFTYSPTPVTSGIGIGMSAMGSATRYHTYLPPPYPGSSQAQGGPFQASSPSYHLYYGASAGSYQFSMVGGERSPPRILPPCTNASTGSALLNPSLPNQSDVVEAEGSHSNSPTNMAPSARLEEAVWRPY
# Target sequence (Q13951 whole entry, looked up): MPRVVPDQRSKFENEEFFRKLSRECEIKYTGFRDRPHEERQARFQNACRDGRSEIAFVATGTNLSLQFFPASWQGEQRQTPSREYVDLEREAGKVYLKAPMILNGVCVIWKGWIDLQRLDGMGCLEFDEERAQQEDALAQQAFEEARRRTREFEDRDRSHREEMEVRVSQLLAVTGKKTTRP
#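 Interaction loss through any mechanism counts as activity. Pre-formed complex of His-CBF-beta and biotin-RUNX1 (30 nM apiece) is incubated with compound 15 min, then with 50 ng nickel and 50 ng streptavidin beads for 90 min before AlphaScreen detection.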
# IMPase Li inh = qHTS Assay for Identifying the Cell-Membrane Permeable IMPase Inhibitors: Potentiation with Lithium; CHO-M1 cells, IP1 TR-FRET (IP-One), carbachol + lithium; Potency, µM (titrated, usually from 59.4 µM), without a hit: at the top dose activity, negative = IMPase inhibition, hits mostly inhibitors; 210,000 compounds, 0.35% hits; AID 1457, 2008;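 also: IP1 builds up when IMPase is blocked and the TR-FRET signal falls; potency is read from the fitted curve at half-maximal effect; plate controls were basal vehicle for no effect and high inhibitor control for full effect; nearly all actives have a fitted effect of over 50% in size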
#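 Concentration–response in CHO-M1 cells, lithium-potentiated; 30 min at 37C. IP1 detected by competitive TR-FRET after 10 min lysis at RT. Hill-fitted AC50.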
# NPSR antag = qHTS Assay for Antagonists of the Neuropeptide S Receptor: cAMP Signal Transduction. CHO-NPSR cells, cAMP TR-FRET, antagonist mode. Q6W5P4. Potency, µM (top dose mostly 38.3 µM), for the others: top-dose activity change, negative = inhibition, actives largely listed as inhibitors. 220,000 compounds, 1% hits; also: potency is read from the fitted curve at half-maximal effect; % is scaled to controls: 0 for no effect and ±100 for the full control effect; nearly all actives have a fitted effect of over 50% in size; many of its hits are not listed in these tables
# Target sequence (Q6W5P4 whole entry, looked up): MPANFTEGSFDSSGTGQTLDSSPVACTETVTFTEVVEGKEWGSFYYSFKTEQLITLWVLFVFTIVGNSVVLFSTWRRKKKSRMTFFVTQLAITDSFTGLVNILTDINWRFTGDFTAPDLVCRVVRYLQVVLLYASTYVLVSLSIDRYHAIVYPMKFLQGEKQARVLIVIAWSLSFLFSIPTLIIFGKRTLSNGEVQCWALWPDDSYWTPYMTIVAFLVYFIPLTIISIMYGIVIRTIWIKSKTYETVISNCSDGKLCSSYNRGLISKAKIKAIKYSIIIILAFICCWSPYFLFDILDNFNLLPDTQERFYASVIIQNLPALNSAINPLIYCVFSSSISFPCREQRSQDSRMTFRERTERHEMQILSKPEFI
# KinaseGlo FLuc = Counterscreen for Luciferase (Kinase-Glo TM) Inhibition; Potency, µM (titrated, usually from 38.3 µM), without a hit: at the top dose activity change, negative = inhibition, actives largely listed as inhibitors; 200,000 compounds, 0.28% hits; AID 1379, 2008; Kinase-Glo luciferase, ATP luminescence, 8 min; also: potency is read from the fitted curve at half-maximal effect; % is scaled to controls: 0 for no effect and ±100 for the full control effect; nearly all actives have a fitted effect of over 60% in size
#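 Kinase-Glo luciferase light output from ATP and luciferin was measured with 10 uM ATP, within the enzyme's linear range. Buffer: 50 mM imidazole pH 7.2, 50 mM KCl, 7 mM MgCl2, 0.01% Tween 20, 0.05% BSA; luminescence read after 8 min at ambient temperature.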
# HttQ103 aggreg = qHTS Multiplex Assay to Identify Dual Action Probes in a Cell Model of Huntington: Aggregate Formation (GFP). 220,000 compounds, 1.1% hits. Potency, µM (titrated, usually from 46.1 µM), inactives show top-dose activity change, negative = inhibition, actives largely listed as inhibitors. PC12 HttQ103-GFP aggregates, Acumen cytometry, 40 h; also: potency is read from the fitted curve at half-maximal effect; % is scaled to controls: 0 for no effect and ±100 for the full control effect; nearly all actives have a fitted effect of over 60% in size
#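 Multiplexed with ATP-based cell death, this channel scores GFP aggregates in PC12 cells expressing inducible HTTex1-Q103-GFP. Induction used 100 nM tebufenozide; compounds were tested in concentration series.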
# The depositor's hits bear a star; ? = inconclusive; nt = not tested or not shown; & = joins results of further samples; [ ] = remark or other dose. Unless noted, calls follow the shape of the dose curve; as a rule, active = well fitted curve in the direction sought with a large enough effect; inconclusive = small, poorly fitted or top-dose-only effect, or another doubt; inactive = no such curve, though single readings can be large; an effect the other way counts as inactive or inconclusive.
SMILES,Epigenetic reg,Lamin A splicing,CBFb-RUNX1 inh,IMPase Li inh,NPSR antag,KinaseGlo FLuc,HttQ103 aggreg
O=c1[nH]c(/C=C/c2ccccc2OC(F)F)nc2c1cnn2-c1ccccc1,0.0%,4%,6%,-12%,4%,0%,-13%
Cc1cccc(-n2c(N)cc(=O)[nH]c2=S)c1,-2.2%,4%,7%,nt,-4%[46.1 µM],nt,10%
COC(=O)Cn1c(=NC(=O)c2sc3ccccc3c2Cl)sc2cc(S(N)(=O)=O)ccc21,-3.0%,-7%,1%,-17%,-7%,-1%,10%
CCSc1nnc(NC(=O)Cn2cnc3ccccc3c2=O)s1,3.3%,13%[46 µM],18%,nt,-11%,nt,3%[9.22 µM]
COc1ccc(/C=N/Nc2nc(Nc3ccccc3)nc(N3CCCCC3)n2)cc1OC,-1.1%,-3%,-1%,19%[38.3 µM],-30%[46.1 µM],1%,?
CCOC(=O)n1c(=O)n(Cc2ccc(Cl)cc2Cl)c2ccccc21,-11%,?,17%,3%,3%[46.1 µM],1%,-25%
Cc1cc(C)n(-c2cc(N3CCN(S(=O)(=O)c4ccc(Br)cc4)CC3)ccc2[N+](=O)[O-])n1,-1.0%,?,-27%,-3%,-9%,3%,-1%
COC(=O)C1=C(CN2CCN(C)CC2)NC(=O)NC1c1cc(C)ccc1C (configuration not stated),0.0%,4%,8%,15%[38.3 µM],7%[46.1 µM],-1%,-13%
Fc1ccc(NC(=S)Nc2ccc(Cl)cc2)cc1,-5.8%,?,-9%,5%,-16%,1%,-12%
CCOC(=O)N1CCC(N2CCCC(C(=O)c3cc(C)c(OC)c(C)c3)C2)CC1 (configuration not stated),-0.3%,-1%[46 µM],6%,24%,10%,1%,-4%[9.22 µM]
CCOC(=O)c1ccc(NC(=O)CCc2ccc(C)o2)cc1,1.0%,-2%,-3%,-5%[38.3 µM],-11%[46.1 µM],-3%,14%
CCCC(O)(CCN1CCOCC1)c1ccc(Br)cc1 (configuration not stated),-1.9%,0%,5%,43%[activator][38.3 µM],13%[46.1 µM],-2%,1%
CCOC(=O)c1ccc(NC(=O)N2CCN(C(=O)c3ccco3)CC2)cc1,3.2%,nt,6%,3%,-7%,-2%,nt
CC(C)CNS(=O)(=O)c1cc(C(=O)OCC(=O)c2ccc3c(c2)OCCO3)c(Cl)cc1Cl,-0.8%,9%,-2%,2%,-4%,2%,10%
O=C(NCc1ccco1)c1n[nH]c(=O)c2ccccc12,-5.4%,-2%,1%,23%[38.3 µM],-1%[46.1 µM],-2%,7%
c1ccc(CSCc2nc3ccccc3[nH]2)cc1,-1.3%,-2%,-8%,-4%,4%,-8%,14%
CCOc1ncccc1C(=O)OCC(=O)c1ccc(F)cc1,-1.6%,?,6%,-1%,7%,-12%,4%
COc1ccc(CNC(=S)Nc2ccc(OC)cc2)cc1,0.1%,-4%,-5%,3%,-2%,-2%,0%
O=C(c1ccc(COc2ccccc2Br)cc1)N1CCCCC1,1.1%,-7%,9%,23%[38.3 µM],-30%[46.1 µM],-5%,-30%
CC(=O)Nc1ccc(S(=O)(=O)N2CCN(c3cc4c(cc3[N+](=O)[O-])n(C)c(=O)n4C)CC2)cc1,-0.3%,-26%,-1%,21%[38.3 µM],-20%[46.1 µM],0%,-23%
CC(=O)Nc1ccc(C(=O)NCC(=O)OCc2ccccc2F)cc1,-3.2%,nt,1%,-2%,-3%,-1%,2%[9.22 µM]
COc1ccc(C2(O)CCN(C(=O)Cc3cccnc3)CC2)cc1,0.0%,6%,2%,3%[38.3 µM],-3%[46.1 µM],-1%,0%
c1csc(CNCCN2CCOCC2)c1,-0.8%,6%,-3%,40%[activator][38.3 µM],13%[46.1 µM],1%,-8%
CC(C)c1ccc(-c2noc(C3CCCN(C(=O)c4ccc(F)cc4F)C3)n2)cc1 (configuration not stated),-1.1%,-12%,12%,50%[activator][38.3 µM],?,-1%,-27%

# 4 entries from above, with each value named:
CC(C)CNS(=O)(=O)c1cc(C(=O)OCC(=O)c2ccc3c(c2)OCCO3)c(Cl)cc1Cl
  Epigenetic reg = -0.8%
  Lamin A splicing = 9%
  CBFb-RUNX1 inh = -2%
  IMPase Li inh = 2%
  NPSR antag = -4%
  KinaseGlo FLuc = 2%
  HttQ103 aggreg = 10%

O=C(NCc1ccco1)c1n[nH]c(=O)c2ccccc12
  Epigenetic reg = -5.4%
  Lamin A splicing = -2%
  CBFb-RUNX1 inh = 1%
  IMPase Li inh = 23%[38.3 µM]
  NPSR antag = -1%[46.1 µM]
  KinaseGlo FLuc = -2%
  HttQ103 aggreg = 7%

c1ccc(CSCc2nc3ccccc3[nH]2)cc1
  Epigenetic reg = -1.3%
  Lamin A splicing = -2%
  CBFb-RUNX1 inh = -8%
  IMPase Li inh = -4%
  NPSR antag = 4%
  KinaseGlo FLuc = -8%
  HttQ103 aggreg = 14%

CCOc1ncccc1C(=O)OCC(=O)c1ccc(F)cc1
  Epigenetic reg = -1.6%
  Lamin A splicing = ?
  CBFb-RUNX1 inh = 6%
  IMPase Li inh = -1%
  NPSR antag = 7%
  KinaseGlo FLuc = -12%
  HttQ103 aggreg = 4%

# Additional structures
SMILES,Epigenetic reg,Lamin A splicing,CBFb-RUNX1 inh,IMPase Li inh,NPSR antag,KinaseGlo FLuc,HttQ103 aggreg
COc1cc(OC)c(S(=O)(=O)NCc2ccco2)cc1S(=O)(=O)NCc1ccco1,0.8%,1%,5%,5%[38.3 µM],-7%[46.1 µM],0%,0%
CC(C)CC1(C(=O)NCC2CC2)C=CCN1C(=O)c1ccccc1 (configuration not stated),-1.4%,nt,10%,10%,nt,-18%,nt
CSc1nc2ccccc2cc1/C=C(\C#N)c1ccc(Cl)c(Cl)c1,0.8%,-12%,-4%,-1%[38.3 µM],-8%[46.1 µM],-6%,-15%
Cc1ccn2cc(-c3nonc3C)cc2c1,-1.9%,-25%,-3%,12%[38.3 µM],-12%[46.1 µM],-6%,-2%
COc1ccc(S(=O)(=O)N2CCN(C(=O)[C@@H]3CCC(=O)N3C3OC(=O)c4ccccc43)CC2)cc1 (some centres not stated),-1.8%,6%,-1%,-6%[38.3 µM],-6%[46.1 µM],9%,0%
O=C(Nc1nncs1)C1c2ccccc2Oc2ccccc21,-2.4%,-8%,1%,0%[38.3 µM],-24%[46.1 µM],-8%,-5%
COc1ccccc1OCc1nc(C#N)c(N2CCCC2)o1,0.1%,nt,-9%,31%[activator],11%,-3%,0%[9.22 µM]
O=C(Nc1nccs1)C(c1ccccc1)N1CCCCC1 (configuration not stated),-5.4%,nt,16%,8%,-1%,-4%,-9%
N#Cc1nc(-c2ccccc2F)oc1NC1CCCCC1,5.8%,19%,-5%,-1%[38.3 µM],?,-4%,-17%
COC(=O)Cc1c(C)[nH]n(-c2cc(Cl)cc(Cl)c2)c1=O,-5.3%,nt,0%,0%,0%,-1%,-7%
CCOC(=O)c1ccc(NC(=O)c2ccccc2N(C)S(=O)(=O)c2ccccc2)cc1,0.0%,?,-2%,17%,-21%,-1%,5%
c1ccc2c(c1)ncn2CCCOc1ccc2c(c1)CCC2,-2.6%,?,6%,33%[activator][38.3 µM],-11%[46.1 µM],3%,-44%
Cc1cc(C)cc(NC(=O)COc2ccc(C(=S)N3CCOCC3)cc2)c1,-0.2%,-10%[46 µM],13%,3%,-9%,-1%,3%
CCCCCCCCC[n+]1cccc2c3ccccc3ccc21,-0.3%,?,-2%,42%[activator][38.3 µM],?,-1%,2.5µM*
N#Cc1nc(-c2ccccc2F)oc1NCCc1ccccn1,-0.1%,-6%,-2%,-9%[38.3 µM],-9%[46.1 µM],1%,-23%
O=c1[nH]c(CN2CCN(Cc3ccc4c(c3)OCO4)CC2)nc2ccccc12,-1.0%,-14%,6%,25%,6%[46.1 µM],-2%,-9%
CCOC(=O)c1c(C)n(C)c2ccc(OCC(O)Cn3nc(C)cc3C)cc12 (configuration not stated),-1.1%,-7%,8%,8%[38.3 µM],-9%[46.1 µM],2%,-6%
OCCN1CCN(CCCc2c3c(cc4c2CCC4)CCC3)CC1,-1.0%,?,-7%,-2%,28%,0%,-6%
O=C(NC(=S)Nc1cc(-c2nc3ccccc3[nH]2)ccc1Cl)c1ccc2c(c1)OCO2,?,-12%,-11%,5%,-1%,-9%,-25%
CCN(CCCNC(=O)C1c2ccccc2C(=O)N(CCOC)C1c1ccc(F)cc1)Cc1ccccc1 (configuration not stated),-0.1%,2%[9.22 µM],11%,6%,10µM*,-6%,0%
COc1cccc(NC(=O)C(=O)NCCc2ccc(F)cc2)c1,-1.0%,nt,2%,nt,-16%,nt,-8%[9.22 µM]
COc1ccccc1-c1cc(C(F)(F)F)c(C#N)c(=O)[nH]1,-5.1%,-7%[46 µM],6%,2%,-36%,3%,1%[9.22 µM]
COc1cc2c(cc1OC)-c1c(OC)c(OC)cc3ccnc(c13)C2=O,2.3%&2.6%,?,-9%[21.7 µM],28%&34%,-19%,-3%&0%,?
Cc1cc(NC(=O)CSc2nccn2-c2ccc(Cl)cc2)no1,-1.5%,-11%,2%,20%[38.3 µM],9%[46.1 µM],-7%,12%
Cn1cnnc1SCC(=O)Nc1cc(S(=O)(=O)N2CCCCC2)ccc1Cl,1.3%,nt,0%,nt,22%,nt,0%[9.22 µM]
Cc1ccc(S(=O)(=O)N2CCN(C(=O)CC(C)(C)C)CC2)cc1,5.3%,nt,10%,2%,-3%,0%,-20%[9.22 µM]
Cc1ccc(C(=O)NC(Cc2c[nH]c3ccccc23)C(=O)O)cc1 (configuration not stated),0.0%,1%,-2%,-6%[38.3 µM],-2%[46.1 µM],-3%,9%
CCCN1C(=O)SC(CC(=O)Nc2ccccc2)C1=O (configuration not stated),2.8%,2%,2%,-11%[38.3 µM],-6%[46.1 µM],-8%,11%
NNc1nc2c(Cl)c(Cl)ccc2s1,-1.3%,?,-26%,-7%,-2%,-6%,0%
COc1cc(NC(=O)c2cnc(N)o2)cc(C(=O)Nc2cccc(C(F)(F)F)c2)c1,1.5%,nt,4%,nt,-4%,nt,4%[9.22 µM]

# Not all compounds are listed; the hit share may differ from the screen's.
